VCAM1 TNFa inh – reduces TNF alpha induced VCAM1 expression in HUVEC; hit rate 0.48% among 95,000; HUVEC TNFa-induced VCAM-1 immunofluorescence, high-content imaging; inhibition, % at 2 µM;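 active = inhibition above the batch mean plus 3 SD, with images confirmed as a hit by eye, cut at about 37% in these data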;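 also: 0% = TNF-stimulated DMSO wells and 100% = unstimulated control wells; not every result past the cut was called active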
HUVEC tox IL1B – toxic to HUVEC cells under IL-1B stimulation; hit rate 0.41% among 94,000; cell count reduction, % at 2 µM; HUVEC cell count loss, Hoechst imaging, IL-1B stimulated;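 active = cell count reduction more than 3 SD above the screen-wide mean, cut at about 70% in these data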;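 also: normalized per plate to untreated control cells as the no-loss baseline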
F-actin modifier – alters cytoskeleton assembly in HUVEC cells. hit rate 0.18% among 91,000. inhibition, % at 2 µM. HUVEC TNFa F-actin phalloidin imaging, high content;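 active = inhibition above the batch mean plus 3 SD and confirmed as a hit by visual image inspection, cut at about 30% in these data, passing the limit was not always enough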; also: strong numbers were not always called active
TNFa cytotox – toxic to HUVEC cells under TNF alpha stimulation; HUVEC TNFalpha-stimulated, Hoechst cell count, imaging; cell count reduction, % at 2 µM; hit rate 0.17% among 93,000;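 active = cell count reduction exceeding the screen mean by over 5 SD, scaled to untreated wells per plate, cut at about 78% in these data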;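 also: cells counted after 24 h of TNF alpha exposure following the 1 h pretreatment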
sEH inhibitor – blocks human soluble epoxide hydrolase activity | P34913 | recombinant human sEH enzymatic activity assay | inhibition, % at 2 µM | hit rate 0.34% among 91,000 | AID 707; in the data active = inhibition above about 80%; also: values of inactives mirror those of a sister screen read the other way; many of its hits are not listed in these tables
Plk1 PBD FP – Plk1 (human) PBD binding inhibition; hit rate 0.13% among 97,000; inhibition, %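 (tested at about 20 µM)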; P53350; Plk1 PBD phosphopeptide binding, fluorescence polarization; in the data active = inhibition above about 34%, passing the limit was not always enough
PLK1 kinase inh – blocks human PLK1 kinase activity. inhibition, % at 10 µM. hit rate 0.53% among 97,000. recombinant PLK1 kinase, TR-FRET peptide phosphorylation. AID 619;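 active = inhibition of 50% or more in the single-concentration screen; inactive = inhibition below 50%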;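 also: 0% = DMSO max control and 100% = H-89 dihydrochloride min control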
hDAT+cocaine – modulates human dopamine transporter uptake under cocaine. hit rate 1.3% among 110,000. LLC-PK1 hDAT cells, [14C]-dopamine uptake with cocaine IC80; actives deviate in either direction. B-score at 10 µM. AID 449768;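 active = Z score or B-score, a plate-position-corrected score, falls beyond the plate's 99.7% confidence bounds, in either direction; inactive = both scores lie inside the 99.7% bounds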;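 also: scored against the spread of the other compound wells on the same plate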
Target sequence (Q01959 whole entry, looked up): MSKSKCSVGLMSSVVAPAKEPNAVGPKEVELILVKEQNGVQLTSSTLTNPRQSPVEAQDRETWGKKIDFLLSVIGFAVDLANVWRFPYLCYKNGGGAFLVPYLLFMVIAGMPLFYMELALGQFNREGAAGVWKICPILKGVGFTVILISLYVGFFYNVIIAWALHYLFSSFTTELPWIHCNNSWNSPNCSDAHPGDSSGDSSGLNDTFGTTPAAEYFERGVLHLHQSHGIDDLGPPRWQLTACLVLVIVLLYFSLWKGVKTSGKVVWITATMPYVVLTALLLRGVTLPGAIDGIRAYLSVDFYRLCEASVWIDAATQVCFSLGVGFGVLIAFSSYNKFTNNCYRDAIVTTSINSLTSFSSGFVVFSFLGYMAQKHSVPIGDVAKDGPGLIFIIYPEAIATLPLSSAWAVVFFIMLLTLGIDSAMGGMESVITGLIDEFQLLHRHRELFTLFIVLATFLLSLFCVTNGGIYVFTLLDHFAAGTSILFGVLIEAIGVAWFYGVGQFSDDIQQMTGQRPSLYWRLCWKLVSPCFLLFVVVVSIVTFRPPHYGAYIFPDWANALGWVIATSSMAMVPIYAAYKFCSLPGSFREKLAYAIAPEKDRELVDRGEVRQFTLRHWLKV
Ecoli WT expand – E. coli BW25113 growth inhibition, expanded screen; OD600 absorbance; growth inhibition, % at 100 µM; hit rate 0.15% among 98,000;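 active = growth inhibition above about 50% at one test dose, limit read from the data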;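 also: growth measured after 20 h incubation at 37 °C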
Active calls of the source: *; . = no result given.

Letters – A = VCAM1 TNFa inh; B = HUVEC tox IL1B; C = F-actin modifier; D = TNFa cytotox; E = sEH inhibitor; F = Plk1 PBD FP; G = PLK1 kinase inh; H = hDAT+cocaine; I = Ecoli WT expand
> CCCCCCC(=O)NC(Nc1ccc(S(N)(=O)=O)cc1)C(Cl)(Cl)Cl (stereo unspecified)
  A: -3	B: -1	C: 4	D: -15	E: 8	F: 2	G: -1	H: 0.028	I: 8

> COCC(C)NCc1ccc(C)cc1C (stereo unspecified)
  A: 17	B: 15	C: -11	D: 3	E: -2	F: 7	G: -19	H: -0.4	I: -1

> COc1cccc(OC)c1C(=O)Nc1ccc(N2CCN(S(C)(=O)=O)CC2)cc1
  A: 4	B: -57	C: 23	D: 3	E: -6	F: 2	G: 1	H: -0.96	I: 1

> Cc1ccccc1N(CC(=O)NC1CCCC1)C(=O)C1(C)CC(=O)N=C2C=CC=CN21 (stereo unspecified)
  A: -6	B: -21	C: -6	D: -12	E: 7	F: 7	G: -19	H: 0.035	I: .

> O=C1/C(=C\Nc2ccccc2)CCN1c1ncccn1
  A: 12	B: -32	C: 0	D: -22	E: 16	F: 14	G: 0	H: -0.31	I: 7

> O=C(N/N=C/c1ccc(Cl)cc1Cl)c1cccc(F)c1
  A: 6	B: -114	C: -6	D: -34	E: 36	F: -13	G: -5	H: .	I: -7

> CCN(CC)C(=O)N1CCC(NC(=O)c2ccccc2)CC1
  A: -4	B: 11	C: 42	D: -12	E: -6	F: -2	G: -14	H: -0.064	I: -17

> CCCc1cc(C(N)=O)c(NC(=O)c2cc(C)on2)s1
  A: 8	B: -7	C: 0	D: -33	E: 0	F: -17	G: -7	H: 0.041	I: 2

> Cc1nnc(C)n1/N=C/c1ccccn1
  A: 14	B: -23	C: 10	D: -32	E: 6	F: 29	G: -5	H: -0.067	I: -4

> CN(C)Cc1c(O)ccc2c3c(c(=O)oc12)CCCCC3
  A: 4	B: 10	C: -16	D: 12	E: -18	F: -6	G: -25	H: 0.39	I: 1

> O=C(O)c1ccc(-c2ccccc2)[nH]1
  A: -25	B: -22	C: .	D: 8	E: -10	F: 21	G: -9	H: -0.11	I: -19

> Cc1nnc(SCC(=O)NC(=O)NC(C)(C)C)n1N
  A: -13	B: -4	C: -35	D: -6	E: -6	F: 8	G: -3	H: 0.0077	I: 10

> Cc1ccc(NC(=O)NC(=O)CN2C(=O)NC3(CCCCCCC3)C2=O)c(C)c1
  A: -18	B: -9	C: 0	D: -20	E: 3	F: 1	G: 2	H: -0.02	I: 3

> CN(C)CCN1C(=O)C(=O)/C(=C(/O)c2ccccc2)C1c1ccccc1F (stereo unspecified)
  A: 2	B: -2	C: 34	D: -19	E: 9	F: 2	G: -4	H: 0.18	I: 6

> CCOc1ccc(CN2CCCN(C)CC2)cc1
  A: -3	B: -10	C: -23	D: .	E: 2	F: -6	G: -7	H: -0.57	I: 0

> CCOC(=O)CNC(=O)CSc1nc2sc(C)c(C)c2c(=O)n1C
  A: 4	B: 33	C: 41	D: -11	E: -2	F: -3	G: -7	H: 0.69	I: -9

> N#CC1=C(SCc2ccccc2)NC(=O)CC1c1ccccc1 (stereo unspecified)
  A: 1	B: -28	C: 1	D: -23	E: 8	F: -7	G: -8	H: 0.96	I: .

> COc1cccc(C2=NOC(C(=O)NCCN3CCOCC3)C2)c1 (stereo unspecified)
  A: 3	B: -4	C: 6	D: -29	E: 3	F: -7	G: -16	H: -0.65	I: -1

> OC(CN1C2=NCCCN2c2ccccc21)c1ccc(Br)cc1 (stereo unspecified)
  A: 6	B: 9	C: 6	D: -13	E: -3	F: 1	G: 12	H: 0.42	I: 3

> CCN(CC)C(=O)C1CCCN(C(=O)Nc2ccc(NC(=O)N3CCCC(C(=O)N(CC)CC)C3)cc2)C1 (stereo unspecified)
  A: 2	B: -2	C: 9	D: -18	E: 15	F: -21	G: -14	H: .	I: 2

> CC(OCc1ccccc1)C(NC(=O)OC(C)(C)C)C(=O)NCC1CCCO1 (stereo unspecified)
  A: -7	B: -19	C: -5	D: -16	E: 18	F: 17	G: -6	H: -0.84	I: 6

> COCCNC(=O)C(c1ccc(C)o1)N(C(=O)c1snc(C(N)=O)c1N)c1cc(C)cc(C)c1 (stereo unspecified)
  A: 8	B: -12	C: 24	D: -30	E: -7	F: 8	G: -12	H: 2.8	I: -4

> CSc1nc2sc3c(c2c(=O)n1C)CCC(C)C3 (stereo unspecified)
  A: 21	B: -30	C: .	D: -35	E: 2	F: 5	G: -5	H: 0.6	I: 1

> O=C(CNC(=O)Cc1ccccc1)NCC(=O)OCc1ccccc1
  A: -14	B: -24	C: -34	D: -37	E: 4	F: 16	G: -12	H: -2.3	I: 8

> CC(=O)c1oc2ccccc2c1NC(=O)CCCN1C(=O)c2ccccc2C1=O
  A: 9	B: 5	C: 13	D: -52	E: .	F: -1	G: 3	H: 0.98	I: -1

> N/C(=N\OS(=O)(=O)c1ccccc1)c1ccncc1
  A: 11	B: 1	C: 28	D: -36	E: 0	F: 7	G: -12	H: -1.1	I: 15

> Cc1ccc(N(C(=O)c2ccccn2)C2(C(=O)NC3CCCC3)CCCCC2)cc1
  A: -12	B: 14	C: 6	D: -12	E: 6	F: -6	G: -9	H: -0.39	I: -4

> COc1ccccc1-n1cnc(N)c1C(C)=O
  A: -2	B: -4	C: -8	D: -9	E: 21	F: -42	G: 2	H: -0.44	I: 6

> CC(=O)Nc1cccc(OCC(O)Cn2cnc3ccccc32)c1 (stereo unspecified)
  A: 14	B: -6	C: -4	D: 0	E: -12	F: -15	G: -8	H: -0.012	I: 0

> CC(=O)OC(C(=O)NC1CCCCC1)c1ccc(C)cc1 (stereo unspecified)
  A: 1	B: 6	C: 6	D: -21	E: 36	F: -8	G: -6	H: 0.1	I: 4

> O=C(c1ccc(-c2ccccc2)cc1)N1CCN(C(=O)c2ccco2)CC1
  A: 11	B: 2	C: .	D: -12	E: 3	F: -11	G: -7	H: 2.5	I: -3

> Cc1cccc(OCC(=O)NCCN2CCOCC2)c1
  A: 9	B: 7	C: -17	D: -2	E: 2	F: 1	G: -11	H: 0.51	I: 5

> O=C(NCc1ccco1)c1ccccc1NS(=O)(=O)c1ccc2c(c1)OCCO2
  A: 28	B: 24	C: 3	D: .	E: 3	F: 9	G: 0	H: -0.041	I: 12

> O=C(CC(NCCc1ccccc1)C(=O)O)Nc1ccc(O)cc1 (stereo unspecified)
  A: 6	B: -6	C: 3	D: -22	E: 4	F: 6	G: 2	H: .	I: 4

> Cc1ccc(NC(=O)Cn2nnc(-c3ccccc3NC(=O)c3cccs3)n2)cc1
  A: 60*	B: -10	C: -3	D: 55	E: 10	F: 14	G: -6	H: 0.23	I: -8

> CCCc1oc2c(c(=O)c1CC)C(=O)CC(C)(C)C2
  A: -7	B: -22	C: 10	D: -2	E: 15	F: 3	G: -11	H: -0.013	I: 4

> O=C1CC(c2ccccc2Cl)C2=C(COC2=O)N1 (stereo unspecified)
  A: 7	B: -4	C: 25	D: -12	E: 1	F: 8	G: -6	H: -0.98	I: 6

> O=C(O)CCc1ccc(-c2ccc(Cl)cc2)n1CCC(=O)O
  A: 12	B: -4	C: 0	D: -20	E: -12	F: -12	G: -7	H: 0.37	I: -5

> CCCCCCCCN=C1NC(=O)CS1
  A: -3	B: -2	C: 16	D: -8	E: -8	F: -48	G: -10	H: 0.0046	I: 19

> C=CCn1c(-c2cccc(OC)c2)nc2nc3ccccc3nc21
  A: 5	B: 13	C: 12	D: -27	E: 6	F: -5	G: -6	H: -0.58	I: -9

> CC(=O)N1c2ccccc2C(=O)OC1c1cccnc1 (stereo unspecified)
  A: 12	B: -3	C: -42	D: -13	E: 4	F: -3	G: -8	H: 0.08	I: -3

> NC(=O)c1ccc2c(c1)OCCO2
  A: 9	B: -61	C: -11	D: -20	E: -6	F: 18	G: -11	H: -1.2	I: 2

> Cc1cc(C)nc(N2CCC(C(=O)NCc3cccc(C(F)(F)F)c3)CC2)n1
  A: -17	B: 12	C: -11	D: 12	E: 3	F: -2	G: -13	H: 1.9	I: 2

> CCc1ccc2[nH]c3nc(SCC(=O)NNC(=O)c4ccc(C(C)(C)C)cc4)nnc3c2c1
  A: 7	B: -35	C: -5	D: -12	E: 9	F: -5	G: -13	H: -0.035	I: -4

> O=C(/C=C/c1ccc(OCCCF)cc1)NCc1ccc(Cl)c(Cl)c1
  A: -21	B: -21	C: 0	D: -50	E: 16	F: 17	G: -6	H: 0.00019	I: -7

> N#C/C(=N\Nc1ccccc1)C(=N)N1CCCCC1
  A: 6	B: -11	C: 19	D: -46	E: 2	F: -7	G: -12	H: -0.035	I: 9

> Cc1noc(C)c1COc1cccc(C(=O)NCc2ccccc2Cl)c1
  A: 15	B: -26	C: 2	D: -17	E: 86*	F: -4	G: -2	H: 0.31	I: 3

> CC(=O)NS(=O)(=O)c1ccc(NC(=S)NC(=O)c2ccco2)cc1
  A: -4	B: 9	C: 12	D: -3	E: -9	F: -23	G: 2	H: -0.9	I: 1

> O=C(NC1CCCCC1)C1Cc2ccccc2CN1S(=O)(=O)c1ccc(F)cc1 (stereo unspecified)
  A: -4	B: 26	C: -11	D: 14	E: 10	F: 1	G: -12	H: 0.032	I: .

> CCN(CC)c1ccc(/C=C2/C(=O)N(c3ccc([N+](=O)[O-])cc3)N=C2N2CCOCC2)cc1
  A: -2	B: -2	C: -2	D: 6	E: -32	F: 1	G: -18	H: .	I: -10

> COc1ccc(C(=O)OC(C(=O)c2ccc(C)cc2)c2ccccc2)cc1 (stereo unspecified)
  A: 8	B: -14	C: -13	D: 9	E: 3	F: -13	G: 1	H: -0.62	I: -19

> CC(C)(C)NC(=O)CSc1nc2ccc(NC(=O)CSc3nnnn3Cc3ccccc3)cc2s1
  A: 0	B: 7	C: -12	D: -33	E: 78	F: -14	G: -12	H: -0.59	I: 1

> CC(=O)Nc1ccc(NC(=O)COC(=O)c2ccc(C)s2)cc1
  A: 11	B: -24	C: -6	D: -23	E: 3	F: -22	G: 8	H: -0.046	I: -9

> CC(C)C(NC(=O)c1ccc(Cl)cc1)C(=O)NC1=NCCS1 (stereo unspecified)
  A: -2	B: -10	C: 16	D: -21	E: 19	F: -4	G: -6	H: -1.6	I: -6

Compound activity deposited in PubChem by several laboratories.
